TRHR ag: agonists of human TRH receptor. TRHR cells, calcium flux fluo-8, FDSS agonist mode. AID 493084. 0.18% of 360,000 active. activation, % at 2 µM; in the data active means activation above about 30%; further: 0% is about no effect
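Steps: seed TRHR cells overnight; add fluo-8 no-wash Ca dye, RT 30 min–1.5 h; record 10 s baseline; pin-transfer compounds; monitor fluorescence 1 cycle/s for the agonist window. Calcium increases flag candidate agonists.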
D2 agonist: D2 dopamine receptor (human) agonism. P14416. HEK293 T-REx D2 cells, calcium flux agonist mode. activation, % at 2 µM. 0.53% of 340,000 active. AID 485358;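 active means activation over 3 SD above normal in the single-dose calcium agonist read, cut at about 30% in these data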; further: 0% is about no effect
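Agonism scored from kinetic calcium signal (1 read/sec, 180 s) following compound pin transfer, after a 10 s baseline. Cells: HEK293 Trex line expressing inducible D2 receptor coupled to calcium, dye-loaded after overnight culture at 30 C.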
D2 antag: antagonizes the human D2 dopamine receptor. HEK293 TREx D2 cells, calcium flux, dopamine EC80. inhibition, % at 10 µM. 2% of 340,000 active. AID 485344; in the data active means inhibition above about 30%; further: 0% is about no effect
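Calcium mobilization kinetics were recorded at 1 s intervals in tetracycline-induced HEK293 T-REx D2 cells, first for 180 s after compound addition and then 180 s after EC80 dopamine.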
mIDH1 inhibitor: human IDH1 R132H inhibition; O75874; IDH1-R132H enzyme, NADPH consumption, diaphorase/resazurin fluorescence; Potency, µM (series often up to 76.6 µM), for the others: top-dose activity change, negative = inhibition, most hits filed as inhibitors; 0.093% of 390,000 active; AID 602179; further: potency means the concentration at half of the fitted maximal effect; on the % scale 0 is the no-effect control and ±100 the full control effect; nearly all actives have a fitted effect of over 65% in size
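IDH1-R132H (0.5 ug/mL dispensed) in pH 7.5 Tris buffer was preincubated 30 min with compound, then given a substrate mix of 0.016 mM NADPH and 2 mM alpha-KG for 80 min at room temperature; remaining NADPH was read by diaphorase/resazurin fluorescence.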
TRHR enhancer: allosterically enhances the human TRH receptor; AID 493056; 0.66% of 360,000 active; TRHR cells, fluo-8 calcium fluorescence, EC20 TRH enhancement; enhancement, % at 2 µM; P34981; in the data active means enhancement above about 30%; further: 0% is about no effect
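TRHR-expressing cells loaded with fluo-8 calcium dye were read kinetically (ex 480/em 530) during compound addition, then stimulated with an EC20 of TRH (10 nM final). Enhancement of the Gq-mediated intracellular calcium response was scored.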
USP1-UAF1 inh: USP1/UAF1 (human) deubiquitinase inhibition. recombinant USP1/UAF1, Ub-Rhodamine cleavage fluorescence. O94782. 0.23% of 390,000 active. Potency, µM (series often up to 57.1 µM), for inactives: at the highest dose activity change, negative = inhibition, usual class: inhibitors. AID 743255; further: potency means the concentration at half of the fitted maximal effect; on the % scale 0 is the no-effect control and ±100 the full control effect; nearly all actives have a fitted effect of over 60% in size; inactives centre near -12
Target sequence (O94782 whole entry, looked up): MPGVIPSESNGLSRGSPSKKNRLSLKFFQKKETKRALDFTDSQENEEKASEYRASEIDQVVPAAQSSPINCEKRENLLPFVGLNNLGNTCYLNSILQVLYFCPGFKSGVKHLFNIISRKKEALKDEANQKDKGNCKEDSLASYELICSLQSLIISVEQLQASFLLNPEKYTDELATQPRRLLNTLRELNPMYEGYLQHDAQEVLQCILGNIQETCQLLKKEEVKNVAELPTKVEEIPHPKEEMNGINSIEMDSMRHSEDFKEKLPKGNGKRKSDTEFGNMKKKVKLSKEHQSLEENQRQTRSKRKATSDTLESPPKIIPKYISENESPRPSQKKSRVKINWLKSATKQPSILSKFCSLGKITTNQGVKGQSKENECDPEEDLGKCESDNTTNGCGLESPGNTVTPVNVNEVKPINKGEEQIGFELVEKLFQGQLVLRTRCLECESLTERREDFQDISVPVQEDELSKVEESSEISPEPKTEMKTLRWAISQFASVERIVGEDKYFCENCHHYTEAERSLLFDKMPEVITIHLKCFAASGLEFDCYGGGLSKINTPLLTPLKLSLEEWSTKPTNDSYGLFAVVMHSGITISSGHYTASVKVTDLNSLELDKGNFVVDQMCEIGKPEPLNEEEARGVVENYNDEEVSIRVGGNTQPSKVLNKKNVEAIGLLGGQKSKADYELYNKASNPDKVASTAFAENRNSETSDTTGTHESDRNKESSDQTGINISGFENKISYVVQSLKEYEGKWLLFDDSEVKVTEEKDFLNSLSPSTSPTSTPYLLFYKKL
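High-throughput fluorogenic screen: 1nM USP1/UAF1 complex, Ub-Rho substrate 150nM final, 50mM HEPES pH 7.8 with 0.5mM EDTA, 0.1 mg/ml BSA, 1mM TCEP and 0.01% Tween-20.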
rTrxR1 inhibitor: blocks rat thioredoxin reductase 1; O89049; recombinant rTrxR1, NADPH fluorescence consumption, selenite substrate; Potency, µM (doses to about 114 µM), for inactives: at the highest dose activity change, negative = inhibition, actives largely listed as inhibitors; 1% of 390,000 active; further: potency means the concentration at half of the fitted maximal effect; on the % scale 0 is the no-effect control and ±100 the full control effect; nearly all actives have a fitted effect of over 65% in size
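Rat TrxR1 (90 nM in the dispensed reagent) was pre-reduced with 400 uM NADPH for 5 min at room temperature, then incubated with compound for 15 min. After 400 uM selenite was added, NADPH fluorescence (Ex 340/Em 450 nm) was followed for 8 min.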
PI4K2A inh: inhibitors of human PI4K2A; AID 1346378; purified PI4K2A, ADP-Glo luminescence, 1 h; active compounds read low; Q9BTU6; activity change, negative = inhibition, % at 76.9 µM; 0.13% of 420,000 active; in the data active means activity change below about -50%; inconclusive means mostly about -30% to -49%;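 further: -100% = wells without enzyme as full effect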
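ADP-Glo luminescence measured ADP generated by PI4K2A enzyme (4 ug/mL before mixing) with 1.2 mM PI substrate (pre-mix) and 300 microM ATP (pre-mix). Tris pH7.5 buffer with MgCl2, Triton X-100; 1 h reaction at ambient temperature.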
TrxR1 substrate: is turned over as a substrate by rat TrxR1; O89049; Potency, µM (top dose mostly 114 µM), inactives show top-dose activity change, negative = substrate turnover; 0.01% of 390,000 active; AID 588456; purified TrxR1 substrate turnover, NADPH consumption readout; further: potency means the concentration at half of the fitted maximal effect; on the % scale 0 is the no-effect control and ±100 the full control effect; nearly all actives have a fitted effect of over 50% in size
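Rat TrxR1, dispensed at 90 nM, was prereduced with 400 uM NADPH (final) for 5 min at ~22 deg C, then incubated with compound 15 min before 400 uM selenite. A first-read NADPH fluorescence drop versus no-compound background flagged substrates.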
Active calls of the source: *; ? = inconclusive; . = not tested or not shown; [ ] = remark or other dose. Unless noted, the call rests on the fitted dose curve; in most records, active means well fitted inhibition curve with a large enough effect; inconclusive means small, poorly fitted or top-dose-only effect; inactive means no such curve, though single readings can be large or run the other way.

| structure | TRHR ag | D2 agonist | D2 antag | mIDH1 inhibitor | TRHR enhancer | USP1-UAF1 inh | rTrxR1 inhibitor | PI4K2A inh | TrxR1 substrate |
| --- | --- | --- | --- | --- | --- | --- | --- | --- | --- |
| Oc1c(Br)cc(Br)cc1/C=N/Nc1ccc(Cl)nn1 | 1.4 | 0.7 | 11.8 | 9.3% | 10.6 | -6.2% | 20.3%[57.1 µM] | -2.7 | 9.9%[57.1 µM] |
| Cc1ccc(NC(=O)c2ccccc2NC(=O)Cc2ccccc2)cc1 | 0.1 | 0.6 | -3.1 | 2.0% | -0.6 | -23.3% | 4.0% | -3.5 | -3.3% |
| Cc1cc(NCC2CCCO2)n2c(nc3ccccc32)c1C#N (stereo not given) | -0.5 | -0.2 | 12.2 | 4.0% | 2.9 | -11.3% | 33.4%[activator] | 2.2 | 355.1%[activator] |
| COc1cc(NC(=O)c2c(Cl)cnn2C)c(OC)cc1Cl | -2.2 | -2.2 | -6.5 | 0.4% | 12.1 | -14.1% | 13.5%[57.1 µM] | 3.2 | 25.1%[57.1 µM] |
| O=[N+]([O-])c1ccc(NC(=S)NCCc2ccc(Cl)cc2)cc1 | 1.5 | 10.7 | -8.5 | -0.6% | -10.8 | ? | ? | 17.2 | -5.2% |
| Fc1ccc(/C=N/n2c(C3CCCCC3)n[nH]c2=S)cc1 | -0.7 | 0.2 | 50.2* | -1.4% | -4.0 | -23.0% | -6.0% | 5.2 | -3.3% |
| CC(C)(C)SCCNC(=O)CSc1ccccc1 | . | . | . | 2.2% | . | -6.0% | 39.0%[activator][57.1 µM] | 2.2 | 8.1%[57.1 µM] |
| O=C(/C=C/c1ccc(F)cc1)c1ccccc1Br | 0.1 | -0.4 | -5.2 | 0.5% | 7.7 | -20.9% | ? | 33.0 | -3.1% |
| CC[n+]1cccc(-c2nc3ccccc3s2)c1 | 0.5 | . | . | -2.4% | -7.2 | -17.2% | -1.4% | -0.1 | -0.2% |
| O=C(O)CSc1nnc2c(n1)[nH]c1ccccc12 | -0.8 | -0.5 | -1.4 | 2.0% | 5.6 | -5.4% | -18.0%[57.1 µM] | 1.8 | 3.1%[57.1 µM] |
| CCOc1ccccc1NC(=O)C(Sc1nnc2ccccn12)c1ccccc1 (stereo not given) | -0.6 | -0.2 | 1.8 | -1.8% | 5.8 | -9.8% | 9.4%[57.1 µM] | 5.7 | -9.7% |
| N#Cc1sc2nc(C3CC3)cc(-c3ccc(Cl)cc3)c2c1N | 0.3 | 4.5 | 12.7 | -1.7% | 5.1 | -0.1% | 41.2%[activator] | -4.4 | 35.7%[activator] |
| CC(C)(C)c1ccc(C2NC(=O)c3n[nH]c(-c4cccs4)c32)cc1 (stereo not given) | 0.7 | 0.2 | . | ? | 3.0 | 31.8%[activator] | -5.4% | -2.2 | 0.2% |
| Cc1cc(C)n2nc(C(=O)OCCOc3ccc(F)cc3)nc2n1 | -0.2 | 0.5 | 11.1 | 8.9% | 9.1 | -4.5% | 11.2% | -7.4 | 6.5% |
| CC(=O)Nc1ccc(NC(=O)Cc2sc(-c3cccnc3)nc2-c2ccc(C)cc2)cc1 | 0.0 | -0.3 | -3.5 | -0.1% | 2.7 | -20.9% | 17.8% | 9.7 | 12.5%[57.1 µM] |
| NC(=O)CC(NC(=O)Cc1ccc(Br)cc1)c1ccc(N2CCc3ccccc3C2)c([N+](=O)[O-])c1 (stereo not given) | -0.8 | -0.2 | -16.0 | 1.4% | 7.2 | -21.0% | 1.0% | -0.8 | -5.3% |
| COC(=O)c1ccc(OCC2NCCc3cc(OC)c(OC)cc32)cc1 (stereo not given) | 0.6 | 1.6 | 10.5 | -10.8% | 0.2 | -11.6% | 8.8% | 2.9 | -0.4% |
| COc1cccc(-n2c(Cn3nc(C(F)F)cc3C(F)F)n[nH]c2=S)c1 | -0.3 | 0.4 | -15.6 | 3.8% | 6.8 | -20.7% | -28.5% | -0.8 | -7.1% |
| O=C(Nc1ccccn1)c1ccc(-c2ccccc2)cc1 | 1.0 | -0.8 | -3.3 | -6.1% | 5.4 | -6.4% | 8.3% | -19.7 | -2.1% |
| O=C(CC1C=CCC1)Nc1ccccc1 (stereo not given) | . | . | . | -0.7% | . | -13.1% | 26.9% | 7.1 | 12.6% |
| CCn1nc2cc(C(=O)NCCc3cccs3)ccc2c1OC | -0.2 | . | . | 5.5% | 2.7 | -16.5% | 8.4%[57.1 µM] | 0.3 | 34.1%[activator][57.1 µM] |
| CCC(=O)N1c2ccccc2CC1C(=O)NCc1cc(OC)ccc1OC (stereo not given) | 0.3 | 1.4 | . | -12.5% | -5.3 | -6.3% | 13.0%[57.1 µM] | -1.3 | 2.9%[57.1 µM] |
| CCCSc1nc2sc3c(c2c(=O)[nH]1)CC(C)CC3 (stereo not given) | 1.3 | -0.3 | 6.5 | -1.7% | -2.6 | -21.7% | 14.4% | 1.3 | 3.5% |
| CC(c1nnc(SCC(=O)c2c(N)n(C)c(=O)n(C)c2=O)n1-c1ccc(Cl)cc1)N(C)C (stereo not given) | -1.3 | -1.0 | 8.7 | -2.3% | 9.2 | -22.9% | 4.2% | -2.6 | 1.1% |
| COc1cccc(C(=O)NC(=S)Nc2cccnc2)c1 | 0.0 | 0.0 | 8.5 | 1.7% | 1.6 | -18.3% | ? | -6.6 | -3.3% |
| Cc1cc(NC(=O)CCC(=O)N(c2ccccc2C)C(C(=O)NC2CCCC2)c2ccccc2)no1 (stereo not given) | 0.2 | . | . | ? | -2.9 | 0.1% | 4.9% | 2.6 | -2.0% |
| CNS(=O)(=O)c1cccc(C(=O)NNC(=O)c2ccc(COc3ccccc3)cc2)c1 | 0.0 | -0.5 | 2.0 | -4.1% | 6.3 | -21.3% | 21.0% | -0.5 | 5.1% |
| Cc1cccc(N2CCN(C(=O)C3CCN(S(=O)(=O)c4cnc[nH]4)CC3)CC2)c1C | 0.0 | 0.3 | 6.4 | 11.2% | 6.4 | -10.5% | 16.1% | 5.0 | 8.9% |
| O=C(NC1CC2CCCC(C1)N2S(=O)(=O)c1ccccc1)c1ccco1 (stereo not given) | 2.1 | -0.1 | 14.3 | 2.3% | -3.8 | -17.1% | 20.0% | 1.5 | 0.4% |
| Cc1ccccc1N1C(=O)CC1(C#N)c1ccc(OCc2ccccc2)cc1 (stereo not given) | 0.7 | -0.4 | -3.3 | 6.5% | 1.6 | -16.0% | 19.9%[57.1 µM] | -24.3 | -7.2% |
| CCn1cc(C(=O)OCC(=O)c2cc(C)n(-c3cccc(C(F)(F)F)c3)c2C)c(=O)c2ccc(C)nc21 | -1.6 | -0.6 | 2.2 | -0.4% | 3.4 | -18.8% | -6.8% | 13.9 | -10.1% |
| CNC(=O)COc1ccc(S(=O)(=O)Nc2ccccc2)cc1 | 0.6 | 0.5 | 4.3 | 0.0% | -2.6 | -23.8% | 30.9%[57.1 µM] | 6.1 | 6.9%[57.1 µM] |
| Cc1cccnc1CCNCc1c(C(=O)N2C[C@@H](C)O[C@@H](C)C2)nc2ccc(Cl)cn12 | 1.1 | -1.5 | 24.2 | -1.9% | -2.7 | -4.4% | -29.8% | 3.4 | -9.8% |
| O=Cc1ccc(-n2cncn2)cc1 | 1.6 | 0.0 | 10.0 | 1.2% | 3.2 | 7.6% | 19.7% | -0.7 | 6.3%[57.1 µM] |
| CC(Sc1nnc(-c2cccnc2)n1-c1ccccc1F)C(=O)N1CCCc2ccccc21 (stereo not given) | 0.0 | -1.0 | -14.7 | . | 37.0* | . | . | . | . |
| CC1CCCN(c2nc3c(-c4ccc(Cl)cc4)nnn3c3ccccc23)C1 (stereo not given) | 0.3 | . | . | 1.1% | 18.9 | ? | 14.5% | -2.8 | 9.5% |
| Nc1nnc(-c2ccc(F)cc2)s1 | -0.5 | 0.2 | 2.3 | 8.4% | 11.3 | -2.1% | 19.1% | 4.6 | -3.7% |
| CCC(=O)Nc1nc(-c2ccc3c(c2)OCCO3)cs1 | 0.1 | 0.4 | 31.8* | 13.0% | -4.6 | -26.3% | 38.9%[activator] | -8.0 | 9.1% |
| Cc1ccc(N2CC(C(=O)OCC(=O)Nc3ccccc3F)CC2=O)cc1 (stereo not given) | 0.3 | -0.1 | 7.6 | 6.0% | 11.6 | -1.6% | -63.4% | 4.5 | ? |
| OCCN(CCO)c1ccc(C(c2ccccc2Cl)c2ccc(N(CCO)CCO)cc2Cl)c(Cl)c1 | 0.2 | 1.9 | 0.5 | 18.5µM* | 1.5 | -16.7% | 13.0% | 3.2 | 3.1% |
| Cc1ccc(NC(=O)COC(=O)c2ccc(Cl)nc2)cc1S(=O)(=O)N1CCCCC1 | -0.3 | -0.1 | -13.0 | -2.7% | -9.6 | -5.6% | 21.8% | 0.4 | -7.2% |
| Cc1c(C)c2c(OCC(=O)N3CCC[C@H]3C(=O)O)cc3c(c2oc1=O)CCC(C)(C)O3 | -0.2 | 0.6 | -13.8 | 5.8% | 0.6 | -23.6% | 61.4% | -3.3 | 736.6%[activator][57.1 µM] |
| COc1ccc(CCNC(=O)c2cnc(C)cn2)cc1 | 0.1 | 0.1 | 29.3 | -6.6% | -10.0 | -19.2% | 13.3% | -0.9 | 6.2% |

For reference, some entries already given:
| structure | TRHR ag | D2 agonist | D2 antag | mIDH1 inhibitor | TRHR enhancer | USP1-UAF1 inh | rTrxR1 inhibitor | PI4K2A inh | TrxR1 substrate |
| --- | --- | --- | --- | --- | --- | --- | --- | --- | --- |
| Nc1nnc(-c2ccc(F)cc2)s1 | -0.5 | 0.2 | 2.3 | 8.4% | 11.3 | -2.1% | 19.1% | 4.6 | -3.7% |
| CCC(=O)Nc1nc(-c2ccc3c(c2)OCCO3)cs1 | 0.1 | 0.4 | 31.8* | 13.0% | -4.6 | -26.3% | 38.9%[activator] | -8.0 | 9.1% |

Compound activity (PubChem)
